NS3h inh CB: HCV NS3 helicase inhibitors, primary screen, biochemical, fluorescence polarization, ChemBridge library; Hepatitis C virus NS3 helicase; NS3h Cy5-dT15 DNA binding; inhibition, % at 100 µM; 16,000 compounds, 1.6% hits;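 active = inhibition above the average over every tested compound plus 3 SD, cut at about 40% in these data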
Cy5 interf NS3h: Cy5 fluorescence quenchers or enhancers, artefact control for HCV NS3 helicase inhibitor project, biochemical, ChemBridge library, Cy5 readout | Cy5-dT15 DNA with NS3h, fluorescence interference; actives lie on both sides; signal over control mean, under 1 quenches | fluorescence interference ratio at 100 µM | 16,000 compounds, 6% hits | AID 720488, 2013;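 active = compound fluorescence over control fluorescence at most 0.8, a quencher, or at least a set upper limit, an enhancer; inactive = ratio between 0.8 and the set upper limit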
An asterisk follows results filed as active.

SMILES	NS3h inh CB	Cy5 interf NS3h
CCCCCCN1C(=O)C(=O)C(=C(O)c2ccccc2)C1c1ccccc1OC (stereo not drawn)	1.4	1.11
CC1(C)Cc2c(sc3nc(Nc4ccccc4)n(N)c(=O)c23)CO1	-0.3	0.967
O=C(/C=C/c1ccc(-c2ccc(Cl)cc2Cl)o1)c1ccco1	11.9	1.07
COc1ccc(C(=O)/C=C/Nc2ccc(S(=O)(=O)N=C(N)N)cc2)cc1OC	6.6	0.963
Cc1ccc(C2C(=C(O)c3ccc(Cl)cc3)C(=O)C(=O)N2c2nccs2)cc1 (stereo not drawn)	12.7	1.04
COc1cccc(C2C(C#N)=C(C)NC3=C2C(=O)CC(c2ccccc2)C3)c1OC (stereo not drawn)	8.2	0.981
Cc1cc(OCC(=O)Nc2ccc(F)c([N+](=O)[O-])c2)ccc1Cl	-0.3	1.2*
O=C1C2C3c4ccccc4C(c4ccccc43)C2C(=O)N1C12CC3CC(CC(C3)C1)C2 (stereo not drawn)	1.3	0.979
COc1ccc(OC)c(NC(=S)NC(=O)/C=C/c2ccccc2)c1	4.7	1.01
C/C(=N/N=C1\NC(=O)C(CC(=O)Nc2ccc(C(=O)O)cc2)S1)c1ccc([N+](=O)[O-])cc1 (stereo not drawn)	6.8	1.09
O=C(Nc1ncc(Cc2cccc(Cl)c2Cl)s1)C1CC1	5.0	1.1
COC(=O)c1cc(NC(=O)c2cc(Br)ccc2OC)cc(C(=O)OC)c1	7.9	0.966
O=C(CN(c1cccc([N+](=O)[O-])c1)S(=O)(=O)c1ccccc1)Nc1ccc(F)c(Cl)c1	1.5	1.05
Cc1ccc(S(=O)(=O)Nc2cc(-c3ccc(F)cc3)[nH]n2)cc1	-6.5	0.884
CCOC(=O)CSc1nc(C)c2ccccc2n1	-5.4	1.03
Cc1cc(C)n(-c2nc(NC(C)(C)C)nc(NC(C)(C)C)n2)n1	22.1	1.01
Cc1ccc(N2C(=O)CC(NC3CCCCCC3)C2=O)cc1 (stereo not drawn)	-8.6	0.937
O=C(CN1CCOCC1)N/N=C\c1c[nH]c2ccccc12	-4.9	1.04
Cc1cc(NC(=O)c2ccc(C)c(C)c2)no1	4.2	0.975
CCOc1ccc(NC(=O)c2ccc(C)c([N+](=O)[O-])c2)cc1	5.3	1.02
COc1ccc(-c2cc(C(F)(F)F)n3nc(C(=O)Nc4ccccc4C(F)(F)F)cc3n2)cc1	4.4	1.11
COc1cc(NC(=O)c2ccc(I)cc2)c(OC)cc1Cl	21.6	0.87
Oc1cccnc1-c1ccccc1	-2.8	0.942
CC(=O)NNC(=O)c1ccccc1[N+](=O)[O-]	4.3	1.06
Cc1ccc(N2C(=O)C3C4CCC(O4)C3C2=O)nc1 (stereo not drawn)	2.6	0.918
COc1ccccc1N1C(=O)CC(N2CCN(c3ncccn3)CC2)C1=O (stereo not drawn)	-0.7	1.07
CC(=O)Nc1ccccc1NS(=O)(=O)c1ccccc1	2.3	1.12
CCOC(=O)C(C#N)C(=S)Nc1ccccc1 (stereo not drawn)	12.4	1.02
Cc1ccc(NC(=S)NC(=O)c2sc3ccccc3c2Cl)cc1	10.9	1.07
Cc1ccc2oc(-c3cc(NC(=O)/C=C/c4ccccc4)ccc3O)nc2c1	0.8	1.03
COc1cc(/C=C2/C(=O)NC(=O)N(c3cccc(C)c3)C2=O)ccc1OCCOc1ccccc1	17.5	0.949
N#CSC(C#N)Cc1ccc([N+](=O)[O-])cc1 (stereo not drawn)	10.4	1.03
Cc1ccc(C23CC4CC(CC(C(=O)O)(C4)C2)C3)cc1	-4.5	0.981
O=C(/C=C\c1ccco1)Oc1ccc(/C=N/NC(=O)c2cncc(Br)c2)cc1	6.9	1.05
COc1cccc(/C=C2\SC(=S)N(CCC(=O)Nc3cccc(OC)c3)C2=O)c1	11.1	1.02
O=C(Nc1ccccc1OC(F)(F)F)c1sc2ccccc2c1Cl	6.7	1.08

With a hit mark in Cy5 interf NS3h, of those listed so far:
SMILES	NS3h inh CB	Cy5 interf NS3h
Cc1cc(OCC(=O)Nc2ccc(F)c([N+](=O)[O-])c2)ccc1Cl	-0.3	1.2*

The listing picks up, starting 5 compounds before the break.
SMILES	NS3h inh CB	Cy5 interf NS3h
N#CSC(C#N)Cc1ccc([N+](=O)[O-])cc1 (stereo not drawn)	10.4	1.03
Cc1ccc(C23CC4CC(CC(C(=O)O)(C4)C2)C3)cc1	-4.5	0.981
O=C(/C=C\c1ccco1)Oc1ccc(/C=N/NC(=O)c2cncc(Br)c2)cc1	6.9	1.05
COc1cccc(/C=C2\SC(=S)N(CCC(=O)Nc3cccc(OC)c3)C2=O)c1	11.1	1.02
O=C(Nc1ccccc1OC(F)(F)F)c1sc2ccccc2c1Cl	6.7	1.08
CC(=O)Nc1ccc(NC(=O)Cn2cnc3c2c(=O)n(C)c(=O)n3C)cc1	2.2	1.03
CC(=O)CC(=O)Nc1ccc(Cl)c(Cl)c1	3.1	1
O=c1oc(-c2ccccc2[N+](=O)[O-])nc2ccccc12	1.3	1
Cc1ccccc1N1C(=O)/C(=C/c2cc(C)n(-c3cccnc3)c2C)C(=O)NC1=S	10.0	0.967
COc1cc(OC)c(/C=C2\C(=O)NC(=O)N(c3cccc(C)c3)C2=O)cc1Br	-0.7	1.04
Cc1ccccc1NC(=O)C(=O)NCc1ccc(Cl)cc1	7.0	1.06
COc1ccc(NC2=CC(c3ccc(OC)cc3)N(c3ccc(OC)cc3)C2=O)cc1 (stereo not drawn)	7.5	0.961
O=C(O)CCC(=O)Nc1cc(NC(=O)CCC(=O)O)cc(C(=O)O)c1	14.3	1.03
CC(C)C(=O)Nc1ccc2oc(-c3cc(I)ccc3Cl)nc2c1	-14.1	1.09
COP(=O)(OC)C(Nc1cccc(C(F)(F)F)c1)c1ccc(Cl)cc1 (stereo not drawn)	9.1	0.899
COc1ccc(NC(=O)C(=O)NCc2ccco2)cc1Cl	-7.2	1.05
CC(C)C(=O)Nc1ccc(-c2cnc(-c3ccc(NC(=O)C(C)C)cc3)nc2)cc1	8.3	0.994
CC(=O)Nc1ccc(N2C(=O)C3C4CC(=O)C(c5ccccc54)C3C2=O)cc1 (stereo not drawn)	0.3	0.654*
O=C1c2ccccc2C(=O)N1CCCCN(C(=O)Nc1ccc([N+](=O)[O-])cc1)c1ccc(Cl)cc1	13.5	1.02
COc1ccc(/C=C/C(=O)Nc2cccc([N+](=O)[O-])c2)cc1Br	14.5	0.999
Cc1cccc(N(CC(O)CN(Cc2ccccc2)Cc2ccccc2)S(=O)(=O)c2ccccc2)c1 (stereo not drawn)	20.7	0.705*
CCC1=NN2C(=N)/C(=C/c3ccc(-c4cccc([N+](=O)[O-])c4)o3)C(=O)N=C2S1	-3.5	0.936
COc1ccccc1C1CC(c2c(-c3ccccc3)c3cc(Br)ccc3[nH]c2=O)=NO1 (stereo not drawn)	1.3	1.08
CC(=O)Nc1ccccc1NC(=O)COc1ccccc1C	-17.6	1.05
COc1ccc(Br)cc1C(=O)Nc1ccc(F)c([N+](=O)[O-])c1	-5.2	0.959
COc1ccc(Br)cc1/C=C/C(=O)Nc1ccc(Cl)cc1	12.0	0.974
CN(Cc1ccccc1)c1nc2ccccn2c(=O)c1C=C1SC(=S)N(CCc2ccccc2)C1=O	14.2	0.851
CCOC(=O)C1=C(C)NC2=C(C(=O)CC(C)(C)C2)C1c1cccc(O)c1 (stereo not drawn)	5.0	1.04
CCOC(=O)c1ccc(N2NC(=O)/C(=C/c3cccc(OC)c3O)C2=O)cc1	-2.4	0.846
CC12CC3(C)CC(C)(C1)CC(C(=O)NN)(C2)C3	1.3	1.05
CCC(C(=O)n1nnc2ccccc21)c1ccccc1 (stereo not drawn)	3.3	0.934
COc1cc(C=C2C(=O)NC(=O)NC2=O)ccc1OCCOc1ccc(C)cc1	-2.8	0.882
CC(C)c1nnc(NC(=O)Nc2ccccc2)s1	7.9	1.09
O=C(COc1ccc([N+](=O)[O-])cc1)Nc1cccc(Cl)c1Cl	18.5	0.989
N#C/C(=C\c1ccc(C(=O)O)cc1)C(=O)NCC1CCCO1 (stereo not drawn)	5.3	1.16
COc1ccc2c(c1)c(C1N3CC4(C)CN1CC(C)(C3)C4=O)c(C)n2C (stereo not drawn)	2.3	0.937
COc1cccc(OCCOc2ccccc2/C=C2/SC(=S)N(c3ccccc3)C2=O)c1	10.9	1.02
Cc1ccccc1NC(=O)CN(c1cccc(Br)c1)S(=O)(=O)c1ccccc1	32.7	0.911
COc1ccc2c(oc(=O)c3ccccc32)c1C	16.1	0.96
CCn1c(-c2ccc([N+](=O)[O-])cc2)n[nH]c1=S	-2.8	0.978
COc1ccc(C2=C/C(=C\c3c(OC)ccc4ccccc34)C(=O)O2)c(OC)c1	8.2	0.994
COc1ccc(OC)c(NC(=O)CN(c2ccccc2)S(=O)(=O)c2ccccc2[N+](=O)[O-])c1	12.3	0.753*
CC(=O)COc1ccc2c3c(c(=O)oc2c1C)CCC3	11.8	1.06
COc1ccc(N2C(=O)C(O)=C(C(=O)/C=C/c3ccccc3)C2c2ccc(Cl)cc2)cc1 (stereo not drawn)	2.8	0.944
O=C(CC1(O)C(=O)Nc2ccc(Br)cc21)c1ccc2ccccc2c1 (stereo not drawn)	-3.4	0.98
O=C1C(=O)N(CC2CCCO2)C(c2ccc(F)cc2)C1=C(O)c1ccccc1 (stereo not drawn)	-11.8	1
CCOC(=O)c1c(-c2cccs2)csc1NC(=O)c1ccc(F)cc1	-1.4	1.04
O=C(c1cc(Br)ccc1Cl)N1CCN(c2ccc([N+](=O)[O-])cc2)CC1	2.2	1.02
CSc1ccc(C2NC(=O)c3ccccc3N2)cc1 (stereo not drawn)	16.3	1.04
Cc1cccc(N=C2NC(=O)/C(=C\c3ccc([N+](=O)[O-])cc3)S2)c1C	1.2	0.748*
Cc1ccc(C(=O)N(C)c2ccccc2)cc1[N+](=O)[O-]	-2.5	1.05
CC(=O)N1CCN(c2ccc(NC(=O)c3ccco3)cc2)CC1	-11.5	1.13
COc1ccc(OC(C)C(=O)Nc2ccc([N+](=O)[O-])cc2)cc1 (stereo not drawn)	15.3	0.976
FC(F)(F)c1ccccc1CN1CCN(Cc2cccnc2)CC1	-15.3	1.05
COc1cccc(OCCOc2ccc(/C=C3\C(=O)NN(c4ccccc4)C3=O)cc2)c1	14.7	1.06
COc1ccccc1-c1coc2cc(OC(=O)c3ccc(Cl)cc3Cl)ccc2c1=O	-3.3	0.999
Cc1cccc(-n2c(C)cc(/C=C(\C#N)C(=O)Nc3ccccc3)c2C)c1	3.5	0.982
Cn1c(=O)c2c(nc(Sc3nc4ccccc4n3Cc3ccccc3)n2C)n(C)c1=O	19.7	1.12
Cc1ccccc1OCC(=O)O/N=C(/N)Cc1cccs1	7.4	1.03
Cc1ccc(C2NC(=O)NC(O)(C(F)(F)F)C2C(=O)c2ccc(Br)cc2)cc1 (stereo not drawn)	9.7	0.919
O=S(=O)(Oc1cccc2ccccc12)c1cc(Cl)ccc1Cl	11.9	1.02
O=C1C(Cl)=CC(=NS(=O)(=O)c2ccc(Cl)cc2)C(Cl)=C1Cl	84.6*	0.982
COc1ccc(C2Nc3ccccc3C(=O)N2c2ccc(Cl)cc2)cc1Cn1nnc2ccccc21 (stereo not drawn)	13.4	0.984
O=S(=O)(NCCSc1nc2ccccc2o1)c1ccccc1	0.7	0.939
COC(=O)c1cc(NC(=O)c2ccc3c(c2)OCCO3)cc(C(=O)OC)c1	10.4	0.977

For convenience, 3 of the compounds above.
SMILES	NS3h inh CB	Cy5 interf NS3h
Cc1ccc(C2NC(=O)NC(O)(C(F)(F)F)C2C(=O)c2ccc(Br)cc2)cc1 (stereo not drawn)	9.7	0.919
O=S(=O)(Oc1cccc2ccccc12)c1cc(Cl)ccc1Cl	11.9	1.02
O=C1C(Cl)=CC(=NS(=O)(=O)c2ccc(Cl)cc2)C(Cl)=C1Cl	84.6*	0.982

Further entries follow.
SMILES	NS3h inh CB	Cy5 interf NS3h
CC(C)c1ccc(-c2nc(N)c3c(=O)oc4ccccc4c3n2)cc1	13.5	1.02
COc1ccc(NC(=O)/C(C#N)=C/c2ccc(F)cc2)cc1	-0.7	0.93
COc1ccc(N2C(=O)CS(=O)(=O)C2c2ccc(Cl)cc2)cc1 (stereo not drawn)	5.2	0.961
CC(C)(C)n1c(O)c(N=Nc2ccc(Br)cc2)c(=O)[nH]c1=O	8.1	0.943
Fc1c(F)c(F)c2c(c1F)Oc1ccccc1O2	9.8	1.1
O=C(Cc1cccs1)NCc1cccnc1	-9.3	1.05
COc1ccc(C2NC(=O)NC(c3ccccc3)=C2c2ccc3ccccc3n2)cc1OC (stereo not drawn)	10.6	1.03
CCOc1ccc(C(=O)Nc2ccccc2C(=O)O)cc1	3.1	1.1
Cc1c(OC(C)C(=O)O)ccc2c3c(c(=O)oc12)CCC3 (stereo not drawn)	6.4	1.12
CN(C)CC(=O)N1c2ccccc2CCc2ccc(NC(N)=O)cc21	-1.6	1.06
CC(NS(=O)(=O)c1cccs1)c1ccccc1 (stereo not drawn)	-4.9	1.03
O=C(COc1ccc(Br)cc1)Nc1cccc([N+](=O)[O-])c1	-6.1	0.949
N#Cc1ccc(NC(=S)Nc2ccccc2)cc1	-0.9	0.996
Cc1ccc(C)c(NC(=O)CN(c2ccc(F)cc2)S(=O)(=O)c2ccccc2)c1	17.6	1.04
Cc1ccc(NC(=O)COC(=O)c2ccn(C)n2)cc1	1.8	1.07

Arranged by length of the SMILES (largest number first): three of the compounds above
SMILES	NS3h inh CB	Cy5 interf NS3h
COc1ccc(C2NC(=O)NC(c3ccccc3)=C2c2ccc3ccccc3n2)cc1OC (stereo not drawn)	10.6	1.03
CC(C)(C)n1c(O)c(N=Nc2ccc(Br)cc2)c(=O)[nH]c1=O	8.1	0.943
O=C(COc1ccc(Br)cc1)Nc1cccc([N+](=O)[O-])c1	-6.1	0.949
